# SMN2 splice enh = qHTS Assay for Enhancers of SMN2 Splice Variant Expression; HEK293 SMN2-luciferase splicing reporter, luminescence, 30-36 h; Potency, µM (titrated, usually from 46.1 µM), for the others: at the top dose activity change, positive = activation, most hits filed as activators; 210,000 compounds, 2.8% hits; AID 1458, 2008; further: potency means the concentration at half of the fitted maximal effect; % of control where 0% means no effect; nearly all actives have a fitted effect of over 55% in size
#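 HEK293 cells carry an SMN2 […]–luciferase reporter in which exon 7 inclusion puts luciferase in frame. Cells were plated 10-12 h before compound addition, then incubated 30-36 h at 37C. ONE-Glo luminescence was read; sodium butyrate at 4.5 mM final served as control.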
# IMPase Li inh = qHTS Assay for Identifying the Cell-Membrane Permeable IMPase Inhibitors: Potentiation with Lithium | CHO-M1 cells, IP1 TR-FRET (IP-One), carbachol + lithium | 210,000 compounds, 0.35% hits | Potency, µM (top dose mostly 59.4 µM), for inactives: at the highest dose activity, negative = IMPase inhibition, hits mostly inhibitors;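 further: IP1 builds up when IMPase is blocked and the TR-FRET signal falls; potency means the concentration at half of the fitted maximal effect; plate controls were basal vehicle for no effect and high inhibitor control for full effect; nearly all actives have a fitted effect of over 50% in size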
#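 Readout is a homogeneous TR-FRET IP1 immunoassay (Ex 320, Em 665 and 620), where raised cytosolic IP1 lowers signal. Cells were CHO-M1 treated 30 min at 37C with test compounds plus a little lithium; AC50 values came from Hill-equation fitting.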
# HTT ATP protect = qHTS Multiplex Assay to Identify Dual Action Probes in a Cell Model of Huntington: Cytoprotection (ATP); 230,000 compounds, 0.14% hits; Potency, µM (titrated, usually from 56.4 µM), for the others: cytoprotection (ATP increase), usual class: activators; PC12 HTT-Q103 induced, cytoprotection, ATP luminescence, 40 h;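 further: potency means the concentration at half of the fitted maximal effect; % of control where 0% means no effect; nearly all actives have a fitted effect of over 45% in size; toxic huntingtin expression switched on by the ecdysone agonist tebufenozide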
#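 Stable PC12 Q103-GFP cells in serum-supplemented, phenol red-free DMEM; induction by tebufenozide at 100 nM final; compound dose series; cell viability quantified luminescently from ATP.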
# Luc counter = Counterscreen for Luciferase (Kinase-Glo TM) Inhibition; Kinase-Glo luciferase, ATP luminescence, 8 min; Potency, µM (top dose mostly 38.3 µM), for the others: at the top dose activity change, negative = inhibition, most hits filed as inhibitors; 200,000 compounds, 0.28% hits; AID 1379, 2008; further: potency means the concentration at half of the fitted maximal effect; on the % scale 0 is the no-effect control and ±100 the full control effect; nearly all actives have a fitted effect of over 60% in size
#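 Compounds were added to a substrate mix at pH 7.2 (50 mM imidazole, 10 uM ATP, within the enzyme's linear range), followed by Kinase-Glo detection reagent; luminescence was measured after 8 minutes at ambient temperature.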
# Lamin A splicing = qHTS Assay for Modulators of Lamin A Splicing | AID 1487, 2009 | Potency, µM (top dose mostly 46.1 µM), without a hit: at the highest dose ratio change, negative = inhibition, most hits filed as inhibitors | HeLa LMNA splicing GFP/RFP minigene ratio, 48 h | 200,000 compounds, 0.01% hits; active means well fitted inhibition curve with a large enough effect in the signal ratio, with a control signal flat, not every such curve was filed as active; inconclusive means small, poorly fitted or top-dose-only effect, or effect the other way, or a change in a side signal; the % refers to the signal ratio; further: potency means the concentration at half of the fitted maximal effect; on the % scale 0 is the no-effect control and ±100 the full control effect
#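 S3 HeLa cells stably expressing lamin A-EGFP splicing minigene plus DsRed2, 600 cells/well, 48 h compound exposure at 37C. Laser-scanning cytometry; analysed as GFP (500-530 nm)/RFP (575-640 nm) total intensity ratio; 0.5% DMSO vehicle.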
# CBFb-RUNX1 inh = qHTS Assay for Compounds Blocking the Interaction Between CBF-beta and RUNX1 for the Treatment of Acute Myeloid Leukemia. Runt-related transcription factor 1 (Homo sapiens) + Core-binding factor subunit beta …. AlphaScreen CBFb-His/RUNX1-biotin binding, biochemical. Potency, µM (titrated, usually from 59.8 µM), without a hit: at the highest dose activity, negative = inhibition, usual class: inhibitors. 230,000 tested, under 10 active; further: % of control where 0% means no effect
# Target sequence (Q01196 whole entry, looked up): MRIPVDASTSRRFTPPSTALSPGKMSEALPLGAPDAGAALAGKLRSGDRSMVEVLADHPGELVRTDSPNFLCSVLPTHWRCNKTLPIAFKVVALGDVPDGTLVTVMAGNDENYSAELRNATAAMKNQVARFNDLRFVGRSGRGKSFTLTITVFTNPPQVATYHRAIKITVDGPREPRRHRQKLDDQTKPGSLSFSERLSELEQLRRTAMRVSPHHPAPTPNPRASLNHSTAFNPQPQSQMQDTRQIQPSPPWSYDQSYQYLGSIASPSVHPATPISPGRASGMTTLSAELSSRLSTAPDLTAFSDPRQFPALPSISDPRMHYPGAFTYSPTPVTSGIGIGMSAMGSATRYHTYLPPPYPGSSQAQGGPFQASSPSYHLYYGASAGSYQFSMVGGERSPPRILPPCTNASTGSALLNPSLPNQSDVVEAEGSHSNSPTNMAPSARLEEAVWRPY
# Target sequence (Q13951 whole entry, looked up): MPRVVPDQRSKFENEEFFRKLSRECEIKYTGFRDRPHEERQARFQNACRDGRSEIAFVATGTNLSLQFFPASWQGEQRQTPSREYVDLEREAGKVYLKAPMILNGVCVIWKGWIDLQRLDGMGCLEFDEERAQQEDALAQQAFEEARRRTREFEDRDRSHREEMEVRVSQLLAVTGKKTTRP
#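 Read-out: AlphaScreen. Format: His-CBF-beta with biotinylated RUNX1 (30 nM each) preincubated 20 min, compound 15 min, Ni-chelate plus streptavidin beads 90 min; room temperature throughout.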
# HttQ103 aggreg = qHTS Multiplex Assay to Identify Dual Action Probes in a Cell Model of Huntington: Aggregate Formation (GFP); PC12 HttQ103-GFP aggregates, Acumen cytometry, 40 h; Potency, µM (highest dose often 46.1 µM), inactives show top-dose activity change, negative = inhibition, most hits filed as inhibitors; 220,000 compounds, 1.1% hits; further: potency means the concentration at half of the fitted maximal effect; on the % scale 0 is the no-effect control and ±100 the full control effect; nearly all actives have a fitted effect of over 60% in size
#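 Quantitative HTS on tebufenozide-induced (100 nM) PC12 cells stably expressing polyQ103 Huntingtin exon 1–GFP. Reduction of bright GFP aggregates, detected by laser scanning cytometry after lysis, identified actives across the titration.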
# The depositor's hits bear a star; ? = inconclusive; . = not tested or not shown; [ ] = another dose, or the depositor's remark. Unless noted, the call rests on the fitted dose curve; in most records, active means well fitted curve in the direction sought with a large enough effect; inconclusive means small, poorly fitted or top-dose-only effect, or another doubt; inactive means no such curve, though single readings can be large; an effect the other way counts as inactive or inconclusive.
SMILES,SMN2 splice enh,IMPase Li inh,HTT ATP protect,Luc counter,Lamin A splicing,CBFb-RUNX1 inh,HttQ103 aggreg
CCO[C@H]1OC(C(=O)NC2CC2)=C[C@@H](C2CC2)[C@@H]1CCCO,.,2.9%,-12.8%[10 µM],.,.,3.5%,-3.6%[9.22 µM]
COC(=O)c1ccc(CSc2nc3c(c(=O)n2-c2ccc(C)cc2)SCC3)o1,-1.0%,13.4%[38.3 µM],8.5%[10 µM],0.3%,-4.8%,-2.8%,-9.5%
CC(C)NC(=O)CN1CCN(Cc2nc(-c3cccs3)no2)CC1,.,1.3%,20.3%[10 µM],0.9%,3.5%[46 µM],-1.0%,1.1%[9.22 µM]
CCOC(=O)c1c(-c2cccc(C)c2)csc1NC(=O)c1c(-c2ccccc2)noc1C,?,-25.7%[38.3 µM],17.3%,0.8%,0.631µM*,-9.4%,-8.6%
CC(=O)NC(Cc1c[nH]c2ccccc12)C(=O)O (centres undefined),.,-1.1%,2.0%[10 µM],.,.,13.6%,0.6%[9.22 µM]
CSc1nc(Cl)cc(Nc2ccccc2N)n1,7.3%,-11.1%,-15.9%,-0.1%,-10.7%[46 µM],-4.8%,15.2%
O=S(=O)(NC1CC1)c1ccc(S(=O)(=O)N(Cc2ccccn2)C2CC2)cc1,.,.,12.5%[10 µM],.,.,4.6%,7.5%[9.22 µM]
Cc1cc(C)cc(N(CC(=O)N2CCOCC2)S(=O)(=O)c2ccccc2)c1,-24.5%,-1.3%,-9.6%[10 µM],-2.9%,2.8%,3.2%,8.7%
CC(Sc1nc2cc(Cl)ccc2s1)C(=O)Nc1cccc(S(=O)(=O)N2CCOCC2)c1 (centres undefined),-34.5%[inhibitor],10.0%,10.2%[0.074 µM],-2.1%,?,-2.1%,14.7%
CCOC(=O)CNC(=O)CSc1nnc(Cn2cnc3ccccc32)n1C,29.1%,11.2%[38.3 µM],10.0%[10 µM],0.3%,-3.3%,-1.9%,-5.2%
CC1(C)CC(=O)/C(=C(/O)Cc2ccccc2)C(=NCCc2ccccc2)C1,-4.7%,10.3%,-14.1%[10 µM],2.9%,?,9.3%,2.5%
COc1ccc(CNC(=O)c2ccc(NS(=O)(=O)c3c(C)noc3C)cc2)cc1,-4.9%,-7.6%[38.3 µM],-0.2%,-10.7%,2.5%,3.2%,11.0%
Cc1cccc(NC(=O)/C(C#N)=C/c2cn(CC(=O)NCc3ccco3)c3ccccc23)c1C,-11.9%,-5.8%,-16.2%[10 µM],-6.9%,0.4%,1.8%,?
Cn1cc(Cl)c(C(=O)Nc2nc3ccc(Cl)cc3s2)n1,22.4µM*,-6.9%[38.3 µM],-47.8%[inhibitor],-18.1%,-2.1%,-0.9%,-12.0%
N/C(CN1CCSCC1)=N\OCc1c(F)cccc1Cl,.,.,?,.,.,11.7%,30.1%[9.22 µM]
C/C=C/C=N/Nc1nc(C)cc(=O)[nH]1,22.7%,11.8%,30.3%[10 µM],-2.1%,.,-9.9%,6.0%
CCCCCCn1c(Br)nc2c1c(=O)n(C)c(=O)n2C,.,3.3%,17.2%[10 µM],0.3%,.,-9.5%,16.9%[9.22 µM]
CCOc1ccccc1NS(=O)(=O)c1cn(C)nc1C,-2.8%,1.7%,?,0.6%,.,7.2%,12.9%
CC(OC(=O)c1ccncc1)C(=O)Nc1cc(S(=O)(=O)N2CCCCC2)ccc1Cl (centres undefined),20.2%,-3.4%,-29.0%[1.9 µM],4.4%,-8.6%,-4.0%,-15.1%
CC(C)c1ccc(Nc2nnc(SCC(=O)c3nnc(-c4ccccc4)o3)s2)cc1,10µM*,15.6%,-10.4%[10 µM],-1.0%,0.7%,?,5.4%
CC1CC(C)CN(CC(=O)Nc2ccc(S(N)(=O)=O)cc2)C1 (centres undefined),-42.5%[inhibitor],18.1%[38.3 µM],10.3%[10 µM],-0.4%,-9.9%,9.5%,-10.0%
CC(=O)C1=C(C)NC(=S)NC1c1cc([N+](=O)[O-])ccc1O (centres undefined),.,.,12.0%[10 µM],.,.,4.7%,6.6%[9.22 µM]
CCCN(CC1CC1)C(=O)COC(=O)c1[nH]c(C)c(C(=O)OCC)c1C,-35.2%[inhibitor],6.4%[38.3 µM],2.8%[10 µM],-3.9%,-5.5%,0.8%,0.3%
CC(=O)Nc1ccc(S(=O)(=O)N2CCN(Cc3nc4sc(C)c(C)c4c(=O)[nH]3)CC2)cc1,.,.,-2.4%[10 µM],.,.,17.5%,11.5%[9.22 µM]
CCn1c(O)c(N=NC(=O)Cn2ccc(C(F)(F)F)n2)c2ccccc21,10.9%,3.5%,20.6%[0.074 µM],2.3%,1.9%,6.0%,-7.5%
CCc1cc(C(=O)OC)c(NC(=O)CC2SC(N)=NC2=O)s1 (centres undefined),-3.5%,-8.6%,8.5%[10 µM],4.4%,.,0.0%,-5.5%[9.22 µM]
C(#Cc1ccccc1)C[N+]1(CC#Cc2ccccc2)CCCCC1,.,8.4%,-44.2%[10 µM],-5.0%,23.1%[46 µM],-4.0%,-31.1%[9.22 µM]
Cc1cnc(NC(=O)CSc2nnc(Cc3ccccc3)o2)s1,1.8%,20.7%[38.3 µM],-4.4%,-3.6%,8.4%,2.2%,-10.9%
Cc1[nH]c2ccccc2c1C(=O)COC(=O)CCS(=O)(=O)c1ccccc1Cl,0.9%,-2.2%,-10.0%[10 µM],-1.0%,-9.2%,6.0%,-29.9%
Cc1csc2nc(CCNS(=O)(=O)c3ccc4c(c3)OCCO4)cn12,-3.9%,5.7%[38.3 µM],-24.3%,-0.2%,-6.3%,-1.0%,7.0%
Cn1ncc2c(N3CCOCC3)ncnc21,4.9%,4.9%[38.3 µM],-9.0%,1.1%,0.3%,4.9%,5.9%
COc1cc(S(=O)(=O)N2CCN(c3ccccc3F)CC2)ccc1Cl,-45.7%[inhibitor],34.8%[activator][38.3 µM],-2.2%[1.9 µM],-6.6%,?,20.9%,?
COc1cc2c(cc1OC)CN(CC(=O)Nc1ccc3c(c1)OC(F)(F)O3)CC2,-2.2%,22.2%[38.3 µM],0.0%,-1.1%,0.6%,-5.1%,19.9%
CCOC(=O)NC(=S)Nc1ccc(OC)cc1,14.1%,7.2%,-22.3%,2.8%,6.8%[46 µM],12.4%,-19.4%
Cc1ccc(NC(=S)NCC2CCCO2)cc1 (centres undefined),19.0%,-7.3%[38.3 µM],-32.3%,-3.4%,13.5%,-8.5%,-7.2%
O=C(OCC(=O)N1CCN(C(=O)c2ccco2)CC1)c1ccccc1,-6.5%,3.7%,-12.8%,2.3%,0.0%[46 µM],20.8%,-8.1%
COc1ccc(C(=O)NCC(=O)OCc2cccc(Br)c2)cc1,-6.7%,0.9%[38.3 µM],-6.2%,-1.6%,-2.9%,3.3%,-5.0%
COC1(OC)C(=N/O)/C(=N\O)CCC1O (centres undefined),26.5%,-12.4%[38.3 µM],-13.8%[10 µM],-0.6%,20.8%,0.6%,12.2%
O=C(NCCCN1CCOCC1)c1cc(-c2ccc3c(c2)OCO3)nc2ccccc12,4.0%,-1.6%[38.3 µM],-35.3%,-2.9%,-4.1%,2.3%,8.4%
Cn1c(=O)c(-c2ccccc2)nc2cnc(N3CCOCC3)nc21,.,-9.2%,-28.3%,.,-5.7%,.,.
COc1ccccc1/C=N/NC(=O)CC(=O)Nc1ccc(Cl)c(Cl)c1,-3.5%,-12.1%[38.3 µM],20.4%,-3.0%,2.8%,-2.8%,-9.2%
CCOc1ccc(C(CC(=O)O)NC(=O)COc2ccccc2)cc1 (centres undefined),8.6%,-2.8%[38.3 µM],0.4%,-3.9%,0.3%,-3.8%,-0.7%
COc1cc(C2c3[nH]c4ccccc4c3CCN2Cc2cn(C)nc2C)ccc1F (centres undefined),.,10.9%,5.1%[10 µM],.,.,3.1%,16.3%[9.22 µM]
COc1ccc(OCCCSc2ncccn2)cc1,25.1µM*,16.3%[38.3 µM],-22.3%,-1.1%,-4.6%,9.9%,-11.8%
Cc1ccccc1C(=O)c1cccn1CC(=O)NCc1ccco1,-4.8%,-0.3%[38.3 µM],23.6%,-2.6%,-6.7%,-3.2%,-11.7%
O=C1NC2(CCCCC2)C(=O)N1Cc1ccc([N+](=O)[O-])cc1,-27.7%,5.0%,.,-0.4%,?,-4.0%,4.0%
Cc1ccc(C)c(NCc2n[nH]c(=S)n2-c2ccccc2)c1,.,9.5%,16.6%[10 µM],-3.1%,12.0%[46 µM],0.8%,10.8%[9.22 µM]
CC(C)c1[nH]c(=O)c(C#N)c2c1COC(C)(C)C2,4.7%,4.3%,29.0%[10 µM],-2.5%,-16.0%,14.9%,10.5%
O=C(Oc1ccccc1)N1CCC[C@@]2(CCN(c3ccccn3)C2)C1,-10.8%,-4.2%,25.0%,-1.2%,.,.,.
O=C(COC(=O)/C=C/c1cn(-c2ccccc2)nc1-c1cccnc1)Nc1ccc(Cl)cc1Cl,.,.,-14.4%[10 µM],.,-13.2%,4.2%,-1.4%
O=C(CSCc1c(F)cccc1Cl)NCc1ccncc1,-5.1%,2.4%,-24.8%[1.9 µM],-8.2%,?,1.8%,-3.5%[9.22 µM]
O=C(Cn1c(C(F)(F)F)nc2ccccc21)N=Nc1c(O)[nH]c2ccc(Br)cc12,-6.1%,-7.3%,-61.1%[inhibitor],1.2%,?,4.6%,-29.8%
CCCn1nc2cc(C(=O)NCc3ccccc3)ccc2c1OCC,11.1%,-0.5%[38.3 µM],9.2%,-6.3%,10.2%,14.1%,?

# Compound activity: PubChem, National Center for Advancing Translational Sciences (NCATS)
